Siah-1 displacement = Siah-1 peptide-binding antagonists, primary screen, biochemical, fluorescence polarization, rhodamine-plectin, uHTS (AID 1817). Siah-1 / rhodamine-plectin peptide fluorescence polarization; higher % means a stronger effect. displacement, % at 20 µM; hits with a dose series show IC50 in µM. actives 0.02% (n = 290,000);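 active means displacement of at least 50% at 20 µM, with a fluorescence ratio check between 0.3 and a set limit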;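 further: plate controls were Siah plus tracer with DMSO for no effect and tracer alone without Siah for full effect; strong numbers were not always called active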
LYP inhibition = inhibitors of LYP phosphatase, biochemical, fluorescence intensity, uHTS (AID 1779); inhibition, % at 11.5 µM; hits with a dose series show IC50 in µM; actives 0.054% (n = 290,000); recombinant LYP phosphatase, fluorescence intensity; higher % means a stronger effect;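 further: plate controls were vehicle with enzyme for no effect and no enzyme for full effect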
human PMI inhibition = inhibitors of human PMI, primary screen, biochemical, fluorescence intensity, coupled assay (AID 1209); inhibition, % at 20 µM, or IC50 in µM where a hit was titrated; actives 0.42% (n = 190,000); purified PMI enzyme, coupled fluorescence intensity; higher % means a stronger effect;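 further: plate controls were DMSO vehicle for no effect and wells lacking substrate for full effect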
M1AAP inhibition = P. falciparum M1AAP inhibitors, biochemical, fluorogenic H-Leu-NHMec substrate, 1536-well (AID 1445); recombinant M1AAP, H-Leu-NHMec fluorogenic kinetic assay; higher % means a stronger effect; inhibition, % at 30 µM; hits with a dose series show IC50 in µM; actives 0.42% (n = 220,000);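 active means primary inhibition above the hit cutoff, then over 50% inhibition at one or more dose response concentrations, cut at about 23% in these data, passing the limit was not always enough; inconclusive means conflicting primary data, or primary hits not chosen for dose response; inactive means low primary inhibition, or under 50% at every dose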;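 further: plate controls were DMSO full reaction for no effect and no enzyme background for full effect; strong numbers were not always called active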
AID2073 = inhibitors of Mint1-CaV2.2 protein interaction, biochemical, HTRF (AID 2073). HTRF protein-protein interaction, Mint1-CaV2.2; higher % means a stronger effect. inhibition, % at 20 µM; hits with a dose series show IC50 in µM. actives 0.19% (n = 290,000); in the data active means inhibition mostly above about 51%, no sharp cut-off; inconclusive means no clear call, values can overlap the other calls; inactive means mostly below about 53%; further: some results filed as inactive read as strong as hits
Dynein cargo inh = dynein cargo transport inhibition. 3617.4 mouse cells, GR-EGFP nuclear translocation imaging; test concentration mostly 20 µM; stimulated with dexamethasone, 1 µM; stronger effect = lower value. z-score, hits read low. AID 1381. actives 0.47% (n = 220,000);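 active means plate z-score of nuclear minus cytoplasmic receptor signal below a set negative limit, without overly bright fluorescence or cell loss, cut at about -3.5 in these data, passing the limit was not always enough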;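 further: z-score of nuclear minus cytoplasmic ring GR-EGFP intensity difference per well; some compounds called inactive have numbers as strong as hits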
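Also added – dexamethasone, 1.0 µM final · Buffer or medium – tet-free, stripped-serum medium · Schedule – induction 48 h, compound 1 h, agonist 30 min · Detection – formaldehyde fixation, Hoechst nuclear stain, 10x automated fluorescence imaging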
XIAP displacement = small molecules displacing peptide from XIAP – biochemical, IAP family, fluorescence polarization (AID 1018). XIAP BIR domain, fluorescence polarization peptide displacement; higher % means a stronger effect. actives 0.007% (n = 200,000). displacement, % at 20 µM, or IC50 in µM where a hit was titrated; in the data active means displacement above about 50%; further: a part of the inactive calls stands beside numbers as strong as those of hits
P. falciparum M17LAP = P. falciparum M17LAP inhibitors, primary screen, biochemical, fluorogenic H-Leu-NHMec substrate, 1536-well (AID 1619). recombinant M17LAP, H-Leu-NHMec fluorogenic kinetic assay; higher % means a stronger effect. inhibition, % at 30 µM, or IC50 in µM where a hit was titrated. actives 0.38% (n = 220,000);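 active means compound inhibiting the enzyme by more than half at any dose during confirmatory dose-response retesting; inconclusive means strong single-dose inhibitors picked by rank but not retested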;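 further: plate controls were full reaction with DMSO carrier for no effect and no enzyme background for full effect; strong numbers were not always called active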
human PMI inhibitors = MPI inhibition at elevated mannose 6-phosphate – biochemical, fluorescence intensity, high mannose 6-phosphate, primary screen (AID 1220); inhibition, % at 20 µM; hits with a dose series show IC50 in µM; actives 0.66% (n = 190,000); recombinant PMI enzyme, coupled fluorescence intensity; higher % means a stronger effect
Dynein cargo inh cytoplasmic EGFP = also measured in Dynein cargo inh; calls as there; z-score; measured here: cytoplasmic GR-EGFP intensity; stronger effect = higher value
Dynein cargo inh nuclear GR-EGFP = further read-out of Dynein cargo inh, marked with its call; z-score; measured here: nuclear GR-EGFP intensity;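 lower value marks the stronger effect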
Dynein cargo inh cell count = second read-out of Dynein cargo inh, no call of its own (marks repeat the call); z-score; measured here: cell count per field
The depositor's hits bear a star; ? = inconclusive; . = no result given; & = joins results of further samples. Unless noted, no stated cut-off is given here; in the data, active means inhibition above about 50%; inactive means the rest.

Siah-1 displacement	LYP inhibition	human PMI inhibition	M1AAP inhibition	AID2073	Dynein cargo inh	Dynein cargo inh cytoplasmic EGFP	Dynein cargo inh nuclear GR-EGFP	Dynein cargo inh cell count	XIAP displacement	P. falciparum M17LAP	human PMI inhibitors	canonical_smiles
1%	0%	18%	0%	4%	-0.12	-0.32	0.3	0.2	-0.4%	-4%	19%	CCO[C@@H]1OC(C(=O)N2CCN(Cc3ccc4c(c3)OCO4)CC2)=C[C@H](c2ccc(C(F)(F)F)cc2)[C@H]1CCCO
7%	-2%	6%	1%	43%	-0.44	-0.24	-0.33	0.54	-18%	-1%	-7%	O=C(c1ccccc1)c1ccc(OCCOCCN2CCN(Cc3ccccc3)CC2)cc1
2%	8%	-4%	5%	9%	-0.69	0.038	-0.36	0.18	-2.5%	0%	-9%	COc1cccc(/C=N/NC(N)=S)c1OCc1ccccc1Cl
-4%	1%	0%	3%	-6%	-0.4	-0.19	0.18	-0.024	-9.0%	1%	-8%	Cc1ccc(C)c(NC(=O)CSc2nnc(-c3ccco3)o2)c1
7%	16%	0%	1%	-3%	-0.5	-0.33	-0.12	0.29	-2.0%	10%	-3%	COc1ccc(CN2C(=O)c3cccnc3C2Nc2ccc(OC)c(Cl)c2)cc1 (stereo unspecified)
-1%	-11%	-14%	3%	0%	.	.	.	.	-2.1%	-7%	-14%	COc1cc(Br)c(CC(=O)O)cc1OC
-6%	-8%	-8%	-6%	4%	-1.2	-0.21	-0.66	0.94	-7.7%	4%	-5%	COC(=O)C1=C(C)N(C)C(=O)NC1c1ccc(C)cc1 (stereo unspecified)
4%	-5%	14%	10%	1%	0.62	-0.24	0.42	0.79	-5.0%	-8%	2%	O=c1[nH]c2ccccc2nc1/C=C(\O)C1CC1
2%	7%	-2%	0%	-3%	-0.039	-0.31	0.16	0.043	0.2%	-4%	-2%	COCCNC(=O)C1c2ccccc2C(=O)N(CCOC)C1c1ccc(F)cc1 (stereo unspecified)
-1%	-11%	.	4%	-5%	-0.12	-0.24	0.24	0.46	-2.5%	5%	.	O=C(CCc1nnc(C2CCCCC2)o1)N1CCC(Oc2cccnc2)CC1
0%	-4%	-5%	6%	-4%	-0.16	-0.32	0.24	0.84	-2.2%	-1%	7%	CN1CCN(C(=O)/C(C#N)=C/c2ccc(F)cc2)CC1
8%	-9%	.	12%	?	0.16	-0.16	0.68	-1.5	.	0%	.	Cc1nc2ccc(NC(=O)C3COc4ccccc4O3)cc2s1 (stereo unspecified)
5%	-1%	17%	1%	3%	-0.67	-0.17	0.18	0.42	-3.6%	5%	18%	COc1cc(OC)cc(C(=O)N2c3ccc(F)cc3CCC2C)c1 (stereo unspecified)
-2%	-4%	-15%	3%	0%	-0.19	-0.19	0.036	0.011	-3.4%	-3%	-2%	Cc1oc(-c2ccc(Cl)cc2)nc1CN1CCC(C(=O)NCc2ccco2)CC1
2%	0%	-2%	0%	-4%	2	-0.17	1.7	-1.9	-2.3%	-3%	-13%	COC(=O)[C@H](Cc1ccccc1)NC(=O)N1CCN(Cc2ccccc2)CC1
-4%	-4%	-2%	3%	-8%	2.7	0.069	1.7	-0.98	-6.2%	13%	-6%	COc1ccc(C2C(C(C)=O)=C(O)C(=O)N2c2nccs2)cc1OC (stereo unspecified)
0%	-5%	8%	6%	-6%	0.61	-0.24	0.35	0.31	-13%	8%	10%	CC1=[N+](C)N(c2ccccc2)C(=O)C1N=Cc1ccc(Cl)cc1 (stereo unspecified)
5%	-2%	-26%	-2%	-9%	-0.69	-0.2	-0.43	1.4	-9.5%	1%	-10%	COCCNS(=O)(=O)c1cc(C(=O)O)ccc1OC
3%	-9%	9%	1%	-5%	-1.1	-0.2	-0.46	1	38%	29%	6%	C=CCOc1c(CNn2cn[nH]c2=S)cccc1OC
3%	-13%	.	0%	-1%	0.2	-0.27	0.054	0.16	.	-4%	.	COC(=O)[C@H](CC(C)C)NC(=O)N1CCCCC1C (stereo partly specified)
-1%	-4%	10%	-2%	-3%	-0.68	-0.25	-0.44	0.42	-0.5%	-2%	8%	COc1cccc(NC(=O)Nc2ccccc2Br)c1
-3%	-8%	26%	-3%	-4%	0.13	-0.26	-0.13	0.53	34%	4%	14%	Fc1cc(Br)ccc1NC(=S)Nc1ccccc1
-4%&1%	0%&-4%	13%&-1%	-6%&-9%	-7%&32%	2.1&-0.59	-0.23&-0.28	0.95&0.11	-0.81&0.6	-14%&-4.4%	1%&-5%	8%&3%	Cc1ccccc1OCC(O)Cn1c(=N)n(CCN2CCOCC2)c2ccccc21 (stereo unspecified)
-2%	-6%	-6%	0%	8%	1.5	-0.25	0.46	-0.77	-2.0%	1%	-16%	CC(=O)N(NC(=O)c1ccc(C)cc1)C1CC(=O)N(c2ccccc2Cl)C1=O (stereo unspecified)
0%	-3%	7%	-9%	11%	0.32	-0.21	0.21	0.047	1.6%	-3%	-3%	CC1CCC/C(=N\NC(=O)COc2ccccc2Cl)C1 (stereo unspecified)
30%	7%	16µM*	?	40%	1.7	-0.06	2	-3.3	-3.9%	6%	48%	COc1cccc(-n2c(SCc3cc(=O)oc4cc(O)c(O)cc34)nc3ccccc3c2=O)c1
5%	-5%	7%	3%	-1%	1.6	-0.16	0.78	-0.15	-3.3%	9%	1%	O=C(NC1CCCCC1)C1CCN(C(=O)c2ccc(-c3ccccc3)cc2)CC1
-1%	-3%	-4%	8%	-3%	-0.6	-0.14	-0.1	0.26	-7.5%	6%	2%	O=C(COc1ccccc1Cl)Nc1ccc(Cl)cn1
-6%	-4%	.	-3%	9%	1.1	-0.075	1.7	-2.4	.	1%	.	On1nnc2ccccc21
0%	2%	2%	1%	5%	-0.56	-0.24	-0.31	0.46	-6.5%	9%	0%	CC1CCN(c2ncnc3nc[nH]c23)CC1

Three compounds from above, arranged by their value in LYP inhibition, lowest first:
Siah-1 displacement	LYP inhibition	human PMI inhibition	M1AAP inhibition	AID2073	Dynein cargo inh	Dynein cargo inh cytoplasmic EGFP	Dynein cargo inh nuclear GR-EGFP	Dynein cargo inh cell count	XIAP displacement	P. falciparum M17LAP	human PMI inhibitors	canonical_smiles
-6%	-8%	-8%	-6%	4%	-1.2	-0.21	-0.66	0.94	-7.7%	4%	-5%	COC(=O)C1=C(C)N(C)C(=O)NC1c1ccc(C)cc1 (stereo unspecified)
-2%	-6%	-6%	0%	8%	1.5	-0.25	0.46	-0.77	-2.0%	1%	-16%	CC(=O)N(NC(=O)c1ccc(C)cc1)C1CC(=O)N(c2ccccc2Cl)C1=O (stereo unspecified)
-6%	-4%	.	-3%	9%	1.1	-0.075	1.7	-2.4	.	1%	.	On1nnc2ccccc21

Remaining list, next part.
Siah-1 displacement	LYP inhibition	human PMI inhibition	M1AAP inhibition	AID2073	Dynein cargo inh	Dynein cargo inh cytoplasmic EGFP	Dynein cargo inh nuclear GR-EGFP	Dynein cargo inh cell count	XIAP displacement	P. falciparum M17LAP	human PMI inhibitors	canonical_smiles
0%	-5%	2%	13%	-15%	0.39	-0.15	1.1	-0.54	0.5%	-4%	8%	CN(C)CCNC(=S)Nc1ccc(Cl)cc1Cl
1%	-9%	2%	-4%	2%	1.4	-0.26	1.1	-1.4	-6.4%	6%	0%	CC1(C)CC(=O)c2c(Cc3ccccc3)n[nH]c2C1
1%	4%	3%	9%	-5%	-0.75	-0.18	-0.52	0.18	-7.6%	32%	-3%	COc1ccccc1C1NC=C([N+](=O)[O-])C=C1[N+](=O)[O-] (stereo unspecified)
0%	-5%	15%	0%	6%	-0.95	-0.22	-0.28	2.1	-4.3%	-2%	10%	NS(=O)(=O)c1cccc(NC(=O)CN2CCN(Cc3ccc4c(c3)OCO4)CC2)c1
0%	-6%	5%	-1%	-1%	-0.41	-0.17	-0.28	0.47	-21%	10%	1%	CC(Oc1ccccc1)c1ccnn1S(=O)(=O)c1ccccc1 (stereo unspecified)
0%	12%	.	9%	28%	0.22	-0.61	0.23	-0.25	.	-5%	.	CCCCCCN(C(=O)CCCCCN1C(=O)NC(c2ccccc2)C(C(=O)OCc2ccccc2)=C1C)C(C(=O)NCCCC)c1ccc(OCC(=O)OC)c(C(=O)OC)c1 (stereo unspecified)
-3%	12%	14%	12%	14%	2	-0.12	1.1	-0.17	-6.8%	7%	32%	COC(=O)C1C(=O)C2=C(CC1C)NC(C)=C(C(=O)OC1CCCCC1)C2c1ccc(N(C)C)cc1 (stereo unspecified)
1%	-3%	8%	7%	-7%	-0.89	0.33	-0.18	0.32	-13%	-3%	1%	CC(C)NC(=O)C1CC(=O)N(C(C)c2ccccc2)C1 (stereo unspecified)
-2%	0%	16%	-5%	-21%	0.33	-0.21	0.61	-1.4	-3.1%	-6%	16%	Cc1ccc(N2CCN(C(=O)N3CCCC3)CC2)cc1Cl
-4%	-5%	2%	-2%	6%	-0.056	-0.21	0.13	-0.065	1.3%	1%	0%	Oc1ccccc1-c1cc(C(F)(F)C(F)F)nc(-c2ccccc2)n1
2%	4%	14%	1%	6%	0.083	-0.43	-0.03	0.42	-3.7%	1%	16%	C/C=C/C=[N+](\[O-])C(C)/C(=N/O)c1ccc(F)cc1 (stereo unspecified)
4%	0%	.	5%	15%	-0.2	-0.27	-0.35	0.67	.	1%	.	CCOc1ccc(N2C(=O)S/C(=C\c3cc(OC)c(OC)c(OC)c3)C2=O)cc1
-3%	-10%	.	0%	-2%	0.32	-0.2	0.06	0.48	.	0%	.	O=C(Cc1ccccc1)c1ccc(Cl)cc1
-3%	2%	-2%	14%	6%	-0.15	-0.39	-0.11	0.14	-7.1%	13%	-2%	COc1cc2c(cc1OC)C(CC#N)=NC(C)(C)C2
4%	-3%	-4%	5%	8%	0.67	-0.25	0.81	-0.16	-7.4%	2%	-2%	Cc1cccc(NC(=O)Nc2cnccn2)c1
7%	0%	15%	7%	-5%	1.9	-0.27	0.5	-1.1	-1.6%	19%	25%	COc1ccc(NCc2nc3ccccc3n2CCOc2ccc(C)cc2)cc1
3%	-4%	-3%	8%	6%	0.58	-0.14	0.67	-1	-5.5%	7%	-2%	N#CC(c1ccccc1)c1ccc(=O)[nH]n1 (stereo unspecified)
8%	0%	0%	8%	-2%	-0.09	-0.32	0.22	0.93	-1.8%	11%	0%	CC(C(=O)N1CCOCC1)N1C(=O)c2cccc3cccc(c23)C1=O (stereo unspecified)
3%	3%	-2%	9%	3%	-0.66	-0.31	-0.34	0.63	-3.8%	11%	-1%	COc1ccccc1C(=O)c1cc2ccc(O)cc2oc1=O
3%	-5%	3%	5%	-3%	-0.95	-0.17	-0.25	0.71	-2.0%	0%	4%	Cc1c(NC(=O)Nc2ccc3c(c2)OCO3)c(=O)n(-c2ccccc2)n1C

From PubChem
